PLAP inhibition = PLAP enzyme inhibitors, biochemical, luminescence, HTS (AID 690) | purified PLAP, luminescent substrate; higher % means a stronger effect | inhibition, % at 20 µM, or IC50 in µM where a hit was titrated | 96,000 tested, 0.08% active; in the data active = a potency from the dose series; inactive = the rest, 99 in 100 with inhibition below about 30%; note: strong numbers were not always called active
Bcl-B displacement = displacers of TR3 peptide from Bcl-B, primary screen, selectivity assay for Bfl-1 inhibitor project, biochemical, fluorescence polarization; FP displacement of FITC-TR3 peptide from Bcl-B; higher % means a stronger effect; displacement, % at 20 µM; hits with a dose series show IC50 in µM; 96,000 tested, 0.11% active;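 active = displacement above 50% at 20 µM plus a fluorescence interference ratio under 1.5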;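 note: plate controls were wells without compound for no effect and wells lacking Bcl-B protein for full effect; a part of the inactive calls stands beside numbers as strong as those of hits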
MRP reversal = reverses drug resistance mediated by MRP. differential viability (reversal), % at 10 µM. H69AR cells + 2 uM doxorubicin, CellTiter-Glo, 72 h. 85,000 tested, 0.04% active. AID 602;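 active = viability drop by adding the cancer drug above about 55%, with treated viability meeting a 40% cutoff, limit read from the data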;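 note: viability without doxorubicin minus viability with 2 µM doxorubicin for each compound; larger differential means the compound sensitizes cells more to doxorubicin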
IL1B NFkB inh = blocks IL-1B driven NFkB nuclear translocation in HUVEC cells; HUVEC IL-1B NFkB p65 nuclear translocation imaging; inhibition, % at 2 µM; 94,000 tested, 0.43% active; AID 796;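 active = inhibition above about 30% together with a positive call from visual inspection of the well image, limit read from the data; inconclusive = inhibition above a set limit but visual check negative; inactive = inhibition not above a set limit, visual check negative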;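 note: nuclear over cytoplasmic p65 intensity ratio measured by imaging; 0% = IL-1B stimulated DMSO wells and 100% = unstimulated DMSO wells; values of inactives mirror those of a sister screen read the other way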
IL1B NFkB pot = enhances IL-1B driven NFkB nuclear translocation; HUVEC IL-1B NFkB p65 nuclear translocation imaging; activation, % at 2 µM; 94,000 tested, 0.3% active;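 active = activation above 40%, about the mean plus 3 SD, also judged a hit on visual image review; inconclusive = activation above 40% but not a hit on visual review; inactive = activation not above 40% and no visual hit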;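 note: percent activation is computed from the nuclear over cytoplasmic p65 intensity ratio; values of inactives mirror those of a sister screen read the other way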
MRP reversal cytotoxicity = second read-out of MRP reversal, no call of its own (marks repeat the call); viability, %; H69AR cells, CellTiter-Glo, 72 h; measured here: cytotoxicity without doxorubicin
MRP reversal with doxorubicin = second read-out of MRP reversal, no call of its own (marks repeat the call); viability, %; measured here: viability with 2 uM doxorubicin; hits give low values
IL1B NFkB inh cell count 2 µM = also measured in IL1B NFkB inh; calls as there; cell count; measured here: cells passing quality filter;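 raw number of nuclei counted in each imaged well without normalization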
IL1B NFkB pot cell count 2 µM = recorded beside IL1B NFkB pot, whose call it bears; cell count; measured here: cells passing quality filter
Numbers without * were called inactive; ? = inconclusive; . = not tested or not shown; & = joins results of further samples. Only part of the results is shown, so the mix of outcomes need not match the whole.

SMILES | PLAP inhibition | Bcl-B displacement | MRP reversal | MRP reversal cytotoxicity | MRP reversal with doxorubicin | IL1B NFkB inh | IL1B NFkB inh cell count 2 µM | IL1B NFkB pot | IL1B NFkB pot cell count 2 µM
CCCn1c(=O)c(C(=O)Nc2nnc(CC)s2)c(O)c2ccccc21 | 2% | 3% | -21 | 23 | 44 | . | . | . | .
Cc1c(C(=O)N2CCCCC2)sc(NC(=O)C2CC2)c1C#N | -13% | -4% | 2 | 99 | 97 | -8 | 155 | 8 | 155
Cn1c(SCC(=O)N2CCOCC2)nnc1-c1cnccn1 | -4% | 2% | 14 | 102 | 89 | 3 | 81 | -3 | 81
CCOC(=O)C1CCN(C(=O)CCc2nc3ccccc3[nH]2)CC1 | 23% | -11% | -7 | 81 | 88 | . | . | . | .
CCCc1nc2c(sc3nc4c(cc32)COC(C)(C)C4)c(=O)n1Cc1ccco1 | 6% | 13% | . | . | . | -21 | 135 | 21 | 135
COc1ccc2c(C=Nc3c(C)n(C)n(-c4ccccc4)c3=O)c(O)n(Cc3ccco3)c(=O)c2c1 | -12%&-10% | 41%&0% | 3 | 98 | 95 | 1&-3 | 83&145 | -1&3 | 83&145
CC(C)C(C(=O)Nc1ncn[nH]1)N1C(=O)c2ccccc2C1=O (configuration not stated) | -23% | -7% | -184 | 102 | 286 | 7 | 136 | -7 | 136
CCc1nnc(NC(=O)Cn2ccc(C(F)(F)F)n2)s1 | -2% | -4% | -3 | 101 | 103 | -11 | 116 | 11 | 116
CCOc1ccccc1NC(=O)CN(c1ccc(C)cc1)S(=O)(=O)c1c(C)n[nH]c1C | -111% | -4% | -24 | 60 | 84 | 6 | 178 | -6 | 178
COc1ccc2c(CC(=O)Nc3ccc(OC)c(NS(=O)(=O)c4ccc(F)cc4)c3)coc2c1 | -38% | -6% | 6 | 84 | 78 | -6 | 173 | 6 | 173
CCN1CCCC1CNC(=O)c1csc2c1CCCC2 (configuration not stated) | 9% | 1% | 15 | 98 | 82 | -10 | 152 | 10 | 152
O=C(CN1CCOCC1)Nc1cccc(Cl)c1Cl | -22% | 2% | 17 | 98 | 81 | -10 | 139 | 9 | 139
CCOC(=O)SC1=N/C(=C\c2ccc(N(C)C)cc2)C(=O)S1 | 47µM* | -4% | -12 | 27 | 38 | -14 | 160 | 14 | 160
O=C(NCc1ccccc1Cl)C1CCN(S(=O)(=O)N2CCC3(CC2)OCCO3)CC1 | -12% | 2% | 25 | 106 | 81 | -9 | 213 | 9 | 213
Nc1cccc(-n2nncc2-c2ccc(Cl)cc2)c1 | 7% | -7% | 10 | 97 | 87 | -3 | 111 | 3 | 111
CCn1c(NCc2ccccc2Cl)nc2ccccc21 | . | . | 7 | 91 | 84 | -2 | 157 | 2 | 157
COc1ccc(S(=O)(=O)N2Cc3ccccc3CC2C(=O)O)cc1OC (configuration not stated) | 8% | -9% | -3 | 85 | 88 | -3 | 142 | 3 | 142
CC1CC(C)CN(C(=O)COc2ccc(-c3nnco3)cc2)C1 (configuration not stated) | -5% | -9% | 15 | 91 | 76 | -26 | 133 | 26 | 133
Cc1cccc(-c2nc(CS(=O)CC(=O)N3CCc4ccccc4C3)c(C)o2)c1 (configuration not stated) | -59% | 4% | -1 | 79 | 80 | 7 | 189 | -7 | 189
COc1ccc(C2=NOC(C(=O)N3CCOCC3)C2)cc1OC (configuration not stated) | 8% | 3% | 13 | 93 | 80 | . | . | . | .
CN(C)C(=O)c1cc(Cl)ccc1Sc1cc(Cl)ccc1Cl | -8% | -4% | . | . | . | -19 | 203 | 19 | 203
Cc1ccc(-c2nnn(CC(=O)N(c3ccccc3F)C(C(=O)NC3CCCC3)c3ccco3)n2)o1 (configuration not stated) | 10% | 3% | 12 | 92 | 81 | . | . | . | .
CC1(C)Cc2c(C#N)c(NCc3ccco3)nc(-c3ccco3)c2CO1 | -23% | 9% | -14 | 20 | 35 | . | . | . | .
Cc1nc2ccccn2c1/C(O)=C1\C(=O)C(=O)N(CCCN(C)C)C1c1ccc(F)cc1 (configuration not stated) | . | . | -45 | 57 | 102 | -8 | 47 | 8 | 47
CCOC(=O)c1c(N)sc(C(=O)Nc2ccc3c(c2)OCO3)c1C | 19% | 1% | -15 | 63 | 78 | . | . | . | .
c1ccc(-n2c(-c3ccco3)nnc2N2CCOCC2)cc1 | 8% | -4% | 9 | 98 | 88 | . | . | . | .
Cc1nc2c(C(=O)N3CCN(c4ccccn4)CC3)cnn2c(C)c1Cc1cccc(Cl)c1 | -40% | -10% | -13 | 81 | 95 | -9 | 144 | 9 | 144
CC(=O)NC1=NN(C(C)=O)C(C)(CS(=O)(=O)c2ccc(C)c(C)c2)S1 (configuration not stated) | 17% | -2% | 9 | 100 | 92 | -14 | 147 | 16 | 48
COC(=O)[C@H](C)NC(=O)Nc1ccc(OC)c(OC)c1 | 10% | 0% | -7 | 94 | 101 | -3 | 215 | 3 | 215
Cc1nnc(SCC(=O)N2CCCc3ccccc32)[nH]c1=O | -26% | 4% | 6 | 87 | 82 | 0 | 105 | 0 | 105

Quoted from the listing.
IL1B NFkB inh, Cc1nc2c(C(=O)N3CCN(c4ccccn4)CC3)cnn2c(C)c1Cc1cccc(Cl)c1 = -9
PLAP inhibition, CN(C)C(=O)c1cc(Cl)ccc1Sc1cc(Cl)ccc1Cl = -8%

(further entries)
SMILES | PLAP inhibition | Bcl-B displacement | MRP reversal | MRP reversal cytotoxicity | MRP reversal with doxorubicin | IL1B NFkB inh | IL1B NFkB inh cell count 2 µM | IL1B NFkB pot | IL1B NFkB pot cell count 2 µM
N#Cc1ccc(CSc2nnc(-c3ccncc3)n2CCc2ccccc2)cc1 | -2% | 4% | 14 | 77 | 63 | -31 | 115 | 31 | 115
Cc1ccc(S(=O)(=O)N2CCN(C(=O)CN3CCN(C)CC3)C2)cc1 | -10% | -4% | -6 | 92 | 97 | -15 | 109 | 15 | 109
CC(C)OC(=O)c1cn(-c2ccccc2)nc1-c1ccc2c(c1)OCCO2 | -73% | 0% | -5 | 87 | 92 | -12 | 147 | 12 | 147
O=C(CCCn1c(=O)[nH]c2ccsc2c1=O)N1CCN(Cc2ccc3c(c2)OCO3)CC1 | . | . | 1 | 82 | 82 | -7 | 98 | 7 | 98
CCCNC(=O)NC(=O)CSc1nc2cc(C(=O)OC)ccc2c(=O)n1-c1ccccc1 | 0% | 0% | . | . | . | -4 | 184 | 4 | 184
O=C(CCCOc1ccc(Cl)cc1)N1CCOCC1 | -2% | -6% | 8 | 104 | 96 | -18 | 138 | 18 | 138
COc1ccc(OCCNc2cc(Cl)ccc2[N+](=O)[O-])cc1 | 4% | -10% | . | . | . | 3 | 78 | -3 | 78
Cc1ccc(NC(=O)C2CCCN2S(=O)(=O)c2cccc3cccnc23)cc1F (configuration not stated) | -4% | -3% | 4 | 93 | 89 | -52 | 65 | ? | .
CN(CC(=O)OCC(=O)NC(=O)c1cccn1C)S(=O)(=O)c1ccc(Cl)cc1 | 13% | -6% | -12 | 81 | 93 | -4 | 145 | 4 | 145
CCNS(=O)(=O)c1ccc(NC(=O)Cc2ccc(F)cc2)cc1 | 18% | -2% | 26 | 111 | 86 | 8 | 180 | -8 | 180
CCc1ccc(S(=O)(=O)NCCc2csc(-c3cccnc3)n2)s1 | -23% | -4% | 11 | 95 | 84 | -2 | 159 | 1 | 159
COc1cc(C(=O)NCC(=O)OCC(=O)c2ccc[nH]2)cc(OC)c1OC | -26% | -6% | 2 | 96 | 93 | -2 | 156 | 2 | 156
O=C(CSc1nnc(-c2cccs2)o1)OCc1ccccc1 | 12% | 0% | -11 | 95 | 107 | . | . | . | .
CCOC(=O)c1sc2nc(N3CCOCC3)c3c(c2c1N)CCN(C)C3 | 0% | 14% | -2 | 86 | 88 | -20 | 134 | 20 | 134
Cc1sc(N/N=C/C=C/c2ccccc2)nc1-c1ccccc1 | 3% | -12% | . | . | . | 1 | 144 | -1 | 144
Cc1ccc(Oc2ccc(Oc3ccc(C)cc3)nn2)cc1 | 7% | 0% | -2 | 101 | 103 | 11 | 146 | -11 | 146
CCOC(=O)c1c(C)[nH]c(C(=O)COC(=O)c2oc3ccccc3c2C)c1C | -52% | 2% | -9 | 80 | 89 | -7 | 126 | 7 | 126
N#CCSc1nc(N)c(C#N)c(C2CCCCC2)c1C#N | 4% | -9% | -15 | 70 | 85 | -9 | 195 | 9 | 195
Clc1ccc(COn2c(-c3ccccc3)nc3ccccc32)cc1 | 7% | 5% | . | . | . | -18 | 191 | 18 | 191
Cc1ccc2nc(C)c(Cl)c(=O)n2c1 | 26% | 15% | -6 | 92 | 98 | -12 | 183 | 12 | 183
Cc1nc2nc(COc3ccccc3)[nH]n2c(=O)c1C | -9% | -2% | -1 | 84 | 86 | -12 | 138 | 12 | 138
Fc1ccc(C(c2nnnn2CCc2ccccc2)N2CCCc3ccccc32)cc1 (configuration not stated) | 12% | -3% | 3 | 75 | 73 | -24 | 73 | 24 | 73
COc1ccc(C2N(S(=O)(=O)c3ccc(C)cc3)CCN2S(=O)(=O)c2ccc(C)cc2)cc1 | -44% | -13% | 7 | 88 | 80 | 0 | 61 | 0 | 61
CCOC(=O)c1ccc(NC(=O)CSc2nnc(CNC(=O)c3c(F)cccc3Cl)o2)cc1 | -12% | -6% | 0 | 105 | 105 | -4 | 53 | 4 | 53
Cc1cc(C)c(C)c(/C=C(/C#N)C(N)=S)c1C | -10% | 18% | . | . | . | 5 | 163 | -5 | 163
Cc1ccc(-n2cc3ccc([N+](=O)[O-])cc3n2)cc1 | . | . | -6 | 77 | 82 | -10 | 167 | 11 | 167
N#CCCn1c(SCC(=O)NCC2CCCO2)nc2ccccc21 (configuration not stated) | 5% | -8% | -9 | 89 | 98 | -1 | 86 | 1 | 86
COc1ccc(NS(=O)(=O)Cc2ccccc2)cc1OC | 5% | 6% | 4 | 99 | 95 | -19 | 187 | 19 | 187
Cc1cc(=O)oc(C)c1C(=O)N1CCCCC1 | 23% | 2% | -7 | 84 | 90 | -4 | 157 | 4 | 157
Cc1ccc(C(=O)O/N=C/c2c(C(F)(F)F)nn(C)c2Sc2ccc(Cl)cc2)cc1 | 19% | -5% | -2 | 69 | 70 | -20 | 150 | 19 | 150
Cc1nc2ccccn2c1C(=O)c1ccccc1 | -2% | -5% | 1 | 104 | 103 | -4 | 184 | 4 | 184
C/C(=N\NC(=O)C1CCCN(S(=O)(=O)c2ccccc2)C1)c1ccncc1 (configuration not stated) | -9% | 3% | . | . | . | -1 | 105 | 1 | 105
CC1=CC2=NCC(O)CN2C=C1 (configuration not stated) | 5% | -3% | 4 | 93 | 89 | -7 | 77 | 7 | 77
COC(=O)c1ccc(C)c(NC(=O)Cn2cnc3ccccc3c2=O)c1 | 6% | 3% | 19 | 93 | 74 | -11 | 141 | 11 | 141
Cn1c(=O)[nH]c(=O)c2c1nc(NCCCn1ccnc1)n2Cc1ccccc1 | -87% | 0% | 0 | 90 | 91 | -25 | 145 | 25 | 145
O=C(COC(=O)c1n[nH]c2ccccc12)NCc1ccccc1 | -122% | -5% | 1 | 97 | 95 | 10 | 158 | -10 | 158

3 entries picked at random from the list so far, as already listed:
SMILES | PLAP inhibition | Bcl-B displacement | MRP reversal | MRP reversal cytotoxicity | MRP reversal with doxorubicin | IL1B NFkB inh | IL1B NFkB inh cell count 2 µM | IL1B NFkB pot | IL1B NFkB pot cell count 2 µM
C/C(=N\NC(=O)C1CCCN(S(=O)(=O)c2ccccc2)C1)c1ccncc1 (configuration not stated) | -9% | 3% | . | . | . | -1 | 105 | 1 | 105
O=C(COC(=O)c1n[nH]c2ccccc12)NCc1ccccc1 | -122% | -5% | 1 | 97 | 95 | 10 | 158 | -10 | 158
COC(=O)c1ccc(C)c(NC(=O)Cn2cnc3ccccc3c2=O)c1 | 6% | 3% | 19 | 93 | 74 | -11 | 141 | 11 | 141

Source: PubChem
